# TbREL1 primary: TbREL1 RNA ligase inhibitors, primary screen, biochemical, FRET fluorescence | TbREL1 RNA ligation | inhibition, % at 9.66 µM | 0.49% of 89,000 active;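 active means inhibition above the mean inhibition across all screened compounds plus 3 SD, cut at about 11% in these data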;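 further: 0% = plate median of test wells and 100% = NSC42067 control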
# Target sequence (P86926 whole entry, looked up): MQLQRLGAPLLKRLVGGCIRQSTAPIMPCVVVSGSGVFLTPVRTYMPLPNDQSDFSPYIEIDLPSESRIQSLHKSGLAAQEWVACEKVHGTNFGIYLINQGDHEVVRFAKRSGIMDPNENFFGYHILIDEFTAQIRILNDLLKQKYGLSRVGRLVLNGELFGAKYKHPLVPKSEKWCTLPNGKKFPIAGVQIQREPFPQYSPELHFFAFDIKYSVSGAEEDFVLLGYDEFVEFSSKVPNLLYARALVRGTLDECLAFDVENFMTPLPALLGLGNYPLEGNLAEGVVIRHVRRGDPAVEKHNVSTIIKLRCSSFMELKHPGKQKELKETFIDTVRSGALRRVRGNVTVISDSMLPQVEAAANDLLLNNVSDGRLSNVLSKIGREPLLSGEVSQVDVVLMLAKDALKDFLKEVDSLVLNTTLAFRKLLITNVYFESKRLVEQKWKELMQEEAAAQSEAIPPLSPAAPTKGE
# Starred values were filed as active, the others as inactive. Not all compounds are listed; the hit share may differ from the screen's.
Molecule | TbREL1 primary
COc1ccc(C2=NOC(COC(=O)c3ccc4ccccc4n3)C2)cc1 (configuration not stated) | 5
COc1ccc(C(N)=O)cc1NC(=O)CC(O)(C(F)(F)F)C(F)(F)F | -3
COc1ccc(CCn2c(N3CCN(C)CC3)nc3c2c(=O)[nH]c(=O)n3C)cc1 | 0
Cc1ccc(S(=O)(=O)N2N=C3CCCCC3C2(O)C(F)(F)F)cc1 (configuration not stated) | 0
CC(C)Oc1ccc(F)cc1-c1cc(C(=O)Nc2ccc(C(C)(C)C)cc2)[nH]n1 | 5
CC(=O)Nc1ccc(C(=O)N2CCCCC2c2cc(C(=O)Nc3cccc(C#N)c3)no2)cc1 (configuration not stated) | 5
COc1ccc(CCNC(=O)CN2c3cccc4cccc(c34)S2(=O)=O)cc1OC | 0
CC[C@@H](C)[C@H](NC(=O)Cc1c(C)c2c(cc(C)c3c(C)c(C)oc32)oc1=O)C(=O)O | -3
O=S(=O)(Nc1ccc(Br)cn1)c1ccc2ccccc2c1 | -1
Cc1nc2cc(C(=O)N3CCN(C(=O)C(C)(C)C)CC3)ccc2n1C1CCCC1 | -3
CCOP(=O)(OCC)C(Nc1cccc([N+](=O)[O-])c1)c1ccc(N(C)C)cc1 (configuration not stated) | -11
O=C(CSc1nnc(-c2ccccc2Cl)o1)N1CCCCC1 | 0
Cc1ccc(S(=O)(=O)N2CCN(C(=O)c3cc4c(s3)CCCC4)CC2)cc1 | -4
COc1ccc(CCN(Cc2nc3ccccc3c(=O)[nH]2)C(=O)c2ccco2)cc1OC | -2
COCCNC(=O)CN1C(=O)COc2ccc(S(=O)(=O)N3CC(C)CC(C)C3)cc21 (configuration not stated) | 2
Cc1nn(C)cc1CNC(=O)c1cccc(Cl)c1 | 1
COc1ccc2c(c1)N=CN1CCc3c([nH]c4ccccc34)C3=NCC[C@@]321 | 5
COC(=O)c1ccc(COC(=O)c2cccnc2Cl)cc1 | 1
Cc1ccc(Sc2nc3c(c(=O)[nH]c(=O)n3C)n2CCc2ccccc2)cc1 | -1
CN(CC(=O)Nc1ccccc1N1CCOCC1)S(=O)(=O)c1ccc(Cl)cc1 | -6
COc1ccc(N(CC(=O)NCc2cccnc2)S(=O)(=O)c2ccccc2)c(OC)c1 | 0
CCOC(=O)c1nn(-c2cccc(C)c2)c2nnc(Cc3ccc(C)cc3)c(=O)n12 | 1
CCCNC(=O)C1(C)CCCN(C(=O)c2ccccc2OC(F)(F)F)C1 (configuration not stated) | 5
CN(CC(=O)Nc1cccc(F)c1)C(=O)c1cn2ccccc2n1 | 6
COC(=O)C(Cc1c[nH]c2ccccc12)NC(=O)c1cc(-c2ccc(OC)c(OC)c2)oc1C (configuration not stated) | -3
Cc1ccc(C(=O)CN2C(=O)C(C)Oc3ccccc32)cc1 (configuration not stated) | 8
O=C(OC1CCN(c2ncc(C(F)(F)F)cc2Cl)CC1)c1ccc(Cl)cc1 | 7
CCOC(=O)C1=C(C)NC2=C(C(=O)c3ccccc32)C1c1ccc(O)cc1 (configuration not stated) | 1
CCS(=O)(=O)N1CCN(C(=O)CC(C)C)CC1 | 1
NS(=O)(=O)c1cc(C(=O)OCC(=O)NNC(=O)c2ccccc2)ccc1Cl | 0
COc1cccc(NS(=O)(=O)c2cc(C)sc2C)c1 | -3
Cc1[nH]n(-c2cccc(Cl)c2)c(=O)c1C=NC12CN3CN(CN(C3)C1)C2 | 3
O=C(CSc1nnc(-c2ccccc2)n1-c1ccc(Cl)cc1)Nc1cccc2ccccc12 | 1
COc1cccc(OC)c1C(=O)Nc1ccc(CN2CCCCC2)cc1 | 4
c1ccc2c(c1)CCCN2Cc1nnnn1CC1CCCO1 (configuration not stated) | -2
CC(C)Oc1ccc(C2CC(=O)N(c3cccc(C(=O)O)c3)C2=O)cc1 (configuration not stated) | 2
CCC(c1nnnn1Cc1ccc(F)cc1)N(CCCO)Cc1cc2cc3c(cc2[nH]c1=O)OCO3 (configuration not stated) | 1
Cc1ccc(S(=O)(=O)N2CC[C@@]3(Cc4ccccc4)Cc4ccccc4C[C@@H]23)cc1 | 4
COc1ccc(Cl)cc1Nc1nc(-c2sc(NC(=O)C(C)(C)C)nc2C)cs1 | 1
CCCc1cc(C(=O)OCC(=O)N2CCN(c3ccc(OC)cc3)CC2)sc1C | -4
Cc1cc(N/N=C/c2ccc(O)c(C)c2O)nc(-c2ccccc2O)n1 | 2
CCN1C(=O)[C@H]2[C@@H](c3ccc(C)cc3)N3C(=O)N(c4ccccc4)C(=O)[C@@]3(C)[C@H]2C1=O | 2
CN1OC[C@@H]2CN(Cc3ccc(Cl)cc3)[C@H](c3ccc(-n4ccnc4)cc3)C[C@@H]21 | 1
Cc1cnc(C)c(N2CCC(C(=O)NCc3ccco3)CC2)n1 | 0
COc1cccc(C(=O)NCCS(=O)(=O)N(C)Cc2ccccc2)c1 | 5
CCOC(=O)CCCNC(=O)COC(=O)c1cccc(C)c1O | 1
Cc1ccc(-c2cc(=O)c3ccc(F)cc3[nH]2)cc1 | 5
O=[N+]([O-])c1ncccc1OCCOc1ccc(Cl)cc1Cl | 2
C[C@H]1COC(=O)[C@@H](Cc2ccc(F)cc2)CC/C=C/C[C@H](CC(=O)N(CCO)Cc2ccccc2)C(=O)N1 | -2
Cc1cc(C)c2c(n1)nn1c(NCCCN3CCOCC3)cc(C)nc21 | 2
O=C1c2ccccc2C(c2nnnn2Cc2ccccc2)N1Cc1ccco1 (configuration not stated) | 0
O=C(CSc1nc2ccc(S(=O)(=O)N3CCOCC3)cc2[nH]1)N1CCOCC1 | -1
CSc1ccc(/C=C/C(=O)OCC(=O)NCC2CCCO2)cc1 (configuration not stated) | 7
CCOC(=O)c1c(NC(=O)c2nn(CC)cc2Br)sc2c1CCCCC2 | 0
Cn1cnc2ncnn2c1=S | 0
Cc1cccc(C(=O)NCCC(=O)N2CCc3ccccc3C2)c1 | 6
O=C(CCN1C(=O)C2C3CCC(C3)C2C1=O)Nc1ccc(Br)cc1 (configuration not stated) | -1
CN(C)c1nc(-c2ccccc2)nnc1C(F)(F)F | -1
Nc1ccc(C(=O)OCC(=O)N2CCN(C(=O)c3ccco3)CC2)cc1[N+](=O)[O-] | 2
CCCc1nc2c(C)cc(Br)cn2c1Cc1ccc(C)cc1 | 2

# The list goes on:
Molecule | TbREL1 primary
CCOC(=O)[C@H]1[C@H]2COc3ccc(C)cc3[C@@H]2N2C(=O)[C@@H](CO)NC(=O)[C@@]12C | 0
CCN(CC)S(=O)(=O)c1ccc(N2CCCCC2)c(NC(=O)c2ccncc2)c1 | -4
CCCCCCCCN1C(=O)[C@H](CC(=O)NCC23CC4CC(CC(C4)C2)C3)C[C@@]2(C(=O)OCC)CCC=C12 | -2
COC(=O)c1ccc2nc(-c3ccccc3)c(Cc3cccc(F)c3)n2c1 | -1
O=c1/c(=C/c2ccccc2)sc2nnc(-c3cccs3)n12 | 0
COc1cccc(C(=O)Oc2cc(-c3ccccc3)no2)c1 | 0
COC(=O)C[C@H]1N(S(=O)(=O)c2ccc(C)cc2)C(C(C)C)CC1(C(=O)OC)C(=O)OC (some centres not stated) | 2
CN(C)c1ccc(C=NCCC2(c3ccccc3)CCOC(C)(C)C2)cc1 (configuration not stated) | -2
CCc1cc(C(=O)Nc2nnc(C3CC3)s2)sc1C | 1
O=C(CN1CCCCC1)Nc1cccc([N+](=O)[O-])c1 | 2
COc1ccc(C(C(=O)Nc2c(C)cccc2C)N2CCN(c3ccc(C)cc3)CC2)cc1 (configuration not stated) | 23*
Cc1ccc(NC(=O)CN(C)C(=O)COC(=O)CNS(=O)(=O)c2ccc(Br)cc2Cl)cc1 | 0
O=C(Cc1ccc(F)cc1)OCN1C(=O)c2ccccc2C1=O | -1
COc1ccc(S(=O)(=O)N2CCOCC2)cc1NC(=O)c1ccc(OCC(C)C)c(OC)c1 | -1
C=CCOc1ccc(C2C(C(=O)c3ccco3)=C(O)C(=O)N2c2nnc(C)s2)cc1 (configuration not stated) | 2
O=C(C1CCCN(S(=O)(=O)c2ccccc2)C1)N1CCCCCC1 (configuration not stated) | -1
O=C(c1ccco1)N1CCN(C(=O)N2CCCC2)CC1 | 7
CCN(CC)c1ccc(C(=C2C=CC(=[N+](CC)CC)C=C2)c2ccc(S(=O)(=O)O)cc2S(=O)(=O)[O-])cc1 | 5
CC[N+](C)(CC)CCC/C(=N/O)C(O)(c1ccccc1)c1ccccc1 | -6
O=C(COc1ncnc2scc(-c3ccc(F)cc3)c12)NCc1ccco1 | 0

# Some of the entries above, reformatted.
CCN(CC)c1ccc(C(=C2C=CC(=[N+](CC)CC)C=C2)c2ccc(S(=O)(=O)O)cc2S(=O)(=O)[O-])cc1
  TbREL1 primary = 5
Cc1ccc(NC(=O)CN(C)C(=O)COC(=O)CNS(=O)(=O)c2ccc(Br)cc2Cl)cc1
  TbREL1 primary = 0
O=C(CN1CCCCC1)Nc1cccc([N+](=O)[O-])c1
  TbREL1 primary = 2
COc1ccc(C(C(=O)Nc2c(C)cccc2C)N2CCN(c3ccc(C)cc3)CC2)cc1 (configuration not stated)
  TbREL1 primary = 23*

# More compounds
Molecule | TbREL1 primary
CCN(CC)Cc1cc2ccccc2c2c1COC2 | 4
O=C(NC(=S)Nc1ccccc1N1CCOCC1)c1ccc(-c2cccc(Cl)c2)o1 | 4
CCC(C)(C)n1nnnc1C(c1ccc(Cl)cc1)N1CCN(C)CC1 (configuration not stated) | 3
Cn1nc(NC(=O)CC23CC4CC(CC(C4)C2)C3)c2c(F)cccc21 | -3
CC(=O)c1ccc(NC(=O)c2ccc(S(=O)(=O)c3ccccc3)cc2)cc1 | -2
CCC[C@@H]1C[C@@]1(CCC)[C@@H](NC(=O)c1ccccc1)c1ccc(C(=O)OC)cc1 | 0
CCOC(=O)c1ccc(NC(=O)CSc2nnc(C3CCCCC3)n2C)cc1 | 1
O=C1C(=O)c2cccnc2-c2ncccc21 | 43*
CS(=O)(=O)c1ccc(Cl)c(NC(=O)COC(=O)c2cccc(S(=O)(=O)N3CCCC3)c2)c1 | 4
CN1CCC(N2CCN(C3CN(Cc4cn(Cc5ccc(C(F)(F)F)cc5)nn4)S(=O)(=O)C3)CC2)CC1 (configuration not stated) | -1
Cc1ccc(-c2c(C(=O)NCC(C)C)oc(=O)c3ccccc23)cc1 | 0
Cc1cc(C)cc(N(CC(=O)NC2CCCC2)C(=O)CNC(=O)c2ccco2)c1 | -2
CC(=O)OCCN(CCCn1c(-c2ccncc2)nc2ccccc21)c1nc(-c2ccc(C)cc2)cs1 | -2
COc1cc(OC)cc(-c2c(-c3ccsc3)c3cc(Br)ccc3n2C)c1 | 1
Cc1cc(OCC(=O)NNC(=O)c2cccs2)ccc1Br | 1
COC(=O)N/N=C\c1cc2c(cc1Br)OCO2 | 8
O=C(C1CCN(c2nc(-c3ccc(Br)cc3)cs2)CC1)N1CCNCC1 | -1
O=C(Nc1nc(-c2ccc3c(c2)OCO3)cs1)C1CC1 | 4
NC(=O)Cc1nc2scc(-c3ccc(Cl)cc3)c2c(=O)[nH]1 | -2
COc1cc2c(cc1OC)C(c1ccccc1)N(C(=O)CSCC(=O)O)CC2 (configuration not stated) | 0

# Six compounds from above, ordered by their value in TbREL1 primary, high to low.
mol	TbREL1 primary
CS(=O)(=O)c1ccc(Cl)c(NC(=O)COC(=O)c2cccc(S(=O)(=O)N3CCCC3)c2)c1	4
CCC(C)(C)n1nnnc1C(c1ccc(Cl)cc1)N1CCN(C)CC1 (configuration not stated)	3
COc1cc(OC)cc(-c2c(-c3ccsc3)c3cc(Br)ccc3n2C)c1	1
COc1cc2c(cc1OC)C(c1ccccc1)N(C(=O)CSCC(=O)O)CC2 (configuration not stated)	0
NC(=O)Cc1nc2scc(-c3ccc(Cl)cc3)c2c(=O)[nH]1	-2
Cn1nc(NC(=O)CC23CC4CC(CC(C4)C2)C3)c2c(F)cccc21	-3

# Carrying on.
Molecule | TbREL1 primary
COc1cc(OC)cc(-c2nc(SCC(=O)Nc3ccccc3F)n[nH]2)c1 | 4
CCOC(=O)[C@@H](CCc1ccccc1)N[C@@H](C)C(=O)N1CCC[C@H]1C(=O)O | 2
CCN(Cc1ccccc1)C(=O)C1CCCN(c2ncccn2)C1 (configuration not stated) | -1
O=C(Nc1ccc(F)cc1)OCc1cn(Cc2ccc(F)cc2)nn1 | -4
COCCN(C(=O)CNC(=O)c1ccco1)C(C(=O)NC1CCCC1)c1cccc(OC)c1 (configuration not stated) | -1
CNC[C@H]1Oc2c(NC(=O)c3ccc(-c4nccs4)cc3)cccc2C(=O)N([C@@H](C)CO)C[C@@H]1C | 1
COc1ccc(CC(=O)N2N=C(C)CC2(O)c2cccnc2)cc1 (configuration not stated) | 1
CCn1c(=O)c(C(=O)Nc2ccccc2S(N)(=O)=O)c(O)c2ccccc21 | -4
CCOC(=O)c1c(C)[nH]c(C(=O)OCC(=O)NCc2ccc(OC)c(OC)c2)c1C | -1
CCCCC[C@H]1CN(Cc2ccc(OC)cc2)C(=O)[C@@H]1CC(=O)NCc1ccccc1 | -3
CN(C)C(CNC(=O)CSc1nc2ccccc2c(=O)n1Cc1ccco1)c1ccccc1 (configuration not stated) | -2
CC(SCC(=O)O)c1nc2ccccc2[nH]1 (configuration not stated) | 1
COC(C[C@H]1O[C@H]1C(=O)[C@@H](C)OCc1ccccc1)OC | 4
COc1ccc(NC(=O)C(c2ccccc2)N(C)C(=O)c2cnccn2)cc1 (configuration not stated) | -2
O=C(Nc1ccc(F)c(Cl)c1)Nc1nnc([C@H]2C[C@H](O)[C@@H](CO)O2)s1 | 1
NC(=O)CC(NC(=O)Cc1cccc2ccccc12)c1ccc(NCc2cc(F)ccc2F)c([N+](=O)[O-])c1 (configuration not stated) | 0
O=C(O)c1cccc(NC(=O)C23CC4CC(C2)CC(n2cnc(Cl)n2)(C4)C3)c1 | -1
Cc1cccc(C(=O)NNC(=O)c2cccc([N+](=O)[O-])c2)c1 | -1
CN(C)c1ccc(/C=N/NC(N)=S)cc1[N+](=O)[O-] | 2
CCn1c(SCC(=O)NCc2ccc3c(c2)OCO3)nnc1-c1ccco1 | -3
N=c1n(CCN2CCCC2)c2ccccc2n1CC(O)c1ccco1 (configuration not stated) | 8
Cc1cc(C)nc(/N=C(\N)Nc2ccc([N+](=O)[O-])cc2)n1 | -1
